# KinaseGlo FLuc: counter-screen: inhibitors of Kinase-Glo firefly luciferase. Q27757. Potency, µM (series often up to 38.3 µM), inactives show top-dose activity change, negative = inhibition, actives largely listed as inhibitors. actives 0.28% (n = 200,000). AID 1379. Kinase-Glo luciferase, ATP luminescence, 8 min; note: potency is the fitted concentration of half-maximal effect; % is set by controls: 0 for no effect and ±100 for the full control effect; nearly all actives have a fitted effect of over 60% in size
#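 Inhibition of Kinase-Glo luciferase light generation was assessed at 10 uM ATP in pH 7.2 imidazole buffer, with luminescence measured after eight minutes at ambient temperature.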
# Epigenetic reg: epigenetic control regulation, reporter derepression; Potency, µM (highest dose often 53.9 µM), for inactives: at the top dose GFP activation, usual class: activators; AID 1865; murine LDR cells, GFP reporter derepression, 30 h; actives 0.2% (n = 280,000); note: potency is the fitted concentration of half-maximal effect; % of control where 0% means no effect; nearly all actives have a fitted effect of over 60% in size
#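 Murine LDR cells bearing a silenced CMV-driven GFP reporter were exposed to compound for 30 h at 37 C. After PBS washes, GFP-positive cells (20-120 um objects) counted by laser-scanning microplate cytometry.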
# L3MBTL1 block: inhibitors of human L3MBTL1; AlphaScreen L3MBTL1–H3K9me1 peptide binding; actives 0.66% (n = 230,000); Potency, µM (doses to about 57.1 µM), without a hit: top-dose activity, negative = inhibition, usual class: inhibitors; note: potency is the fitted concentration of half-maximal effect; % is set by controls: 0 for no effect and ±100 for the full control effect; nearly all actives have a fitted effect of over 60% in size
#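 Displacement of a biotinylated histone H3(1-15) peptide monomethylated at Lys9 (75 nM) from L3MBTL1 (50 nM) was measured by AlphaScreen after a 30 min room-temperature compound incubation; cefsulodin titration served as intraplate control.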
# HTT aggregate: mutant huntingtin aggregation inhibition. Potency, µM (top dose mostly 46.1 µM), for the others: at the highest dose activity change, negative = inhibition, actives largely listed as inhibitors. PC12 HttQ103-GFP aggregates, Acumen cytometry, 40 h. actives 1.1% (n = 220,000); note: potency is the fitted concentration of half-maximal effect; % is set by controls: 0 for no effect and ±100 for the full control effect; nearly all actives have a fitted effect of over 60% in size
#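 Aggregates are detected as GFP objects 1–25 µm with signal 6 STDEV over background in lysates of induced PC12 cells. These carry Huntingtin exon 1 with 103 glutamines fused to GFP under an ecdysone promoter; compounds titrated.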
# NPSR antag: blocks cAMP signaling of the human neuropeptide S receptor. Q6W5P4. CHO-NPSR cells, cAMP TR-FRET, antagonist mode. Potency, µM (titrated, usually from 38.3 µM), without a hit: at the highest dose activity change, negative = inhibition, most hits filed as inhibitors. actives 1% (n = 220,000). AID 1461; note: potency is the fitted concentration of half-maximal effect; % is set by controls: 0 for no effect and ±100 for the full control effect; nearly all actives have a fitted effect of over 50% in size; many of its hits are not listed in these tables
# Target sequence (Q6W5P4 whole entry, looked up): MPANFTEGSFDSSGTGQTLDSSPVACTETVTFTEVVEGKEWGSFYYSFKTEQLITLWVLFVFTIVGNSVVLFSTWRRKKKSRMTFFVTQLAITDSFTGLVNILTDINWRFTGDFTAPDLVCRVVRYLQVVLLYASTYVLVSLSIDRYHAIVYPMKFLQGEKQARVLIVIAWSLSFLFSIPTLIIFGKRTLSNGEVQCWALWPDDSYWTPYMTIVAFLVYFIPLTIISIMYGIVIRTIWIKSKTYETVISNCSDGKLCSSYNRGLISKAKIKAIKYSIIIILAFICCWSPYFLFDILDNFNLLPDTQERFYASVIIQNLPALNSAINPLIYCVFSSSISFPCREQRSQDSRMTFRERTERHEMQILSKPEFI
# IMPase Li inh: cell-permeable IMPase inhibitors with lithium potentiation; Potency, µM (doses to about 59.4 µM), without a hit: at the top dose activity, negative = IMPase inhibition, usual class: inhibitors; CHO-M1 cells, IP1 TR-FRET (IP-One), carbachol + lithium; actives 0.35% (n = 210,000);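 note: IP1 builds up when IMPase is blocked and the TR-FRET signal falls; potency is the fitted concentration of half-maximal effect; plate controls were basal vehicle for no effect and high inhibitor control for full effect; nearly all actives have a fitted effect of over 50% in size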
#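 CHO cells stably expressing M1 receptor (2000/well) were cultured 16–30 h, then exposed to compounds with a small lithium addition for 30 min at 37C. IP1 was measured by TR-FRET competition; AC50 from Hill fits.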
# CBFb RUNX1 block: CBF-beta/RUNX1 interaction disruption; AlphaScreen CBFb-His/RUNX1-biotin binding, biochemical; Potency, µM (doses to about 59.8 µM), inactives show at the highest dose activity, negative = inhibition, usual class: inhibitors; 230,000 tested, under 10 active; AID 1477; note: % of control where 0% means no effect
# Target sequence (Q01196 whole entry, looked up): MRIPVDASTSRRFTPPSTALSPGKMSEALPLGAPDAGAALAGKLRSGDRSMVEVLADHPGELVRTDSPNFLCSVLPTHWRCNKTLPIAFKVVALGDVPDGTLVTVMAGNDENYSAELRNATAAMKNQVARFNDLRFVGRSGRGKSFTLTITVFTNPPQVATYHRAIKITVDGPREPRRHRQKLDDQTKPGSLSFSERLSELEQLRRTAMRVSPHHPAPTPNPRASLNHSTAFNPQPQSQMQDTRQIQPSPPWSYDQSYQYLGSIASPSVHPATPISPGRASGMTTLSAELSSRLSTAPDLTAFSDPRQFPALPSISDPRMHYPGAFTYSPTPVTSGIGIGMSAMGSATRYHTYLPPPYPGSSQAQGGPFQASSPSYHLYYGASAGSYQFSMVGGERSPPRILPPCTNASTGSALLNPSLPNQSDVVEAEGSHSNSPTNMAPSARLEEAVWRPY
# Target sequence (Q13951 whole entry, looked up): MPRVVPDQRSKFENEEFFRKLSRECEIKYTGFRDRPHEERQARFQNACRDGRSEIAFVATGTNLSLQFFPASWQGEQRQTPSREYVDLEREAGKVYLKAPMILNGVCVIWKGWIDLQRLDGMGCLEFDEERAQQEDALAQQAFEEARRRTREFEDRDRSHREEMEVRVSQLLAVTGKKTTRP
#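 Compounds were screened at multiple concentrations against a preformed CBF-beta(His)/RUNX1(biotin) complex (30 nM of each) for 15 min at room temperature, followed by 90 min with nickel and streptavidin beads and AlphaScreen reading.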
# * marks the source's active call; other numbers are inactive results; ? = inconclusive; · = no result given; [ ] = dose if it differs, or a comment. Calls come from the whole dose curve; as a rule, active = well fitted curve in the direction sought with a large enough effect; inconclusive = small, poorly fitted or top-dose-only effect, or another doubt; inactive = no such curve, though single readings can be large; an effect the other way counts as inactive or inconclusive. Only part of the results is shown; rates above refer to the full screens.
SMILES,KinaseGlo FLuc,Epigenetic reg,L3MBTL1 block,HTT aggregate,NPSR antag,IMPase Li inh,CBFb RUNX1 block
O=C(O)c1ccc2c(c1)C(c1ccccc1)OC2=O (configuration not stated),·,-1.0%,6.9%,-8.4%,1.1%[46.1 µM],·,4.7%
NC(=O)C1CCCN(C(=S)NCc2ccc3c(c2)OCO3)C1 (configuration not stated),-1.9%,-1.3%,-5.7%,13.1%,4.8%,10.0%,16.4%
CCC(C)C(=O)Nc1cc([N+](=O)[O-])ccc1Cl (configuration not stated),2.7%,-1.1%,7.2%,-3.9%,11.9%,-0.2%,5.1%
Cc1ccc(N2CC(C(=O)N3CCCc4ccccc43)CC2=O)cc1 (configuration not stated),-0.1%,1.1%,-3.6%,-3.3%,-23.4%[46.1 µM],20.8%[38.3 µM],9.1%
Cc1ccc(C(=O)C[n+]2cccc3cc(C)ccc32)cc1,3.2%,-1.3%,·,-3.9%,7.4%,11.4%,-3.0%
CCOc1ccc(Cc2nnc(SCC(=O)c3ccc(OC)cc3)o2)cc1,1.7%,0.6%,9.9%,-21.1%,2.6%[7.67 µM],2.9%[38.3 µM],7.6%
Cc1ccc(-c2nc3c(c(=O)c4ccccc4n3C)c(=O)n2Cc2ccco2)cc1,·,-0.8%,1.0%,4.7%[9.22 µM],?,·,-2.5%
O=C(c1ccccc1)N(Cc1cccnc1)C1(C(=O)Nc2ccccc2)CCCCC1,1.5%,4.6%,-0.2%,6.9%,-22.8%,14.5%,-4.1%
Cc1ccc(-n2ncc3c(=O)n(CC#N)cnc32)cc1C,-1.6%,-0.9%,41.9%[activator],-20.2%,-12.7%[46.1 µM],-14.3%[38.3 µM],11.1%
O=C(CSc1nnc(SCc2ccccc2)s1)N/N=C/C=C/c1ccccc1[N+](=O)[O-],-1.3%,0.0%,-5.8%,17.2%,-6.1%,6.1%,-18.3%
CC(C)Cc1nnc(NC(=O)CS(=O)(=O)Cc2ccccc2)s1,0.1%,0.0%,1.4%,?,5.2%,-12.3%,-4.9%
COc1ccc(NC(=O)/C=C/C(=O)O)c(OC)c1,·,0.0%,·,26.6%[9.22 µM],11.1%,·,-10.8%
COc1ccc(/C(C)=N/NC(=O)C(NC(=O)c2ccccc2)c2n[nH]c(=O)c3ccccc23)c(OC)c1 (configuration not stated),·,-1.3%,42.1%[activator],-6.6%[9.22 µM],4.7%,·,?
CC(CC(=O)O)C(=O)c1ccc(Cl)c([N+](=O)[O-])c1 (configuration not stated),-0.7%,-0.3%,7.1%,-3.8%,-22.9%,5.6%,2.2%
CCOC(=O)c1c(C)[nH]c(C)c1C(=O)CSc1nncs1,-2.4%,-1.9%,1.2%,9.3%,-19.5%,10.2%,9.4%
COC(=O)CSc1cc([N+](=O)[O-])ccc1NC(=O)OC,2.0%,-2.5%,·,-7.6%,5.4%,-7.1%,-1.5%
COc1cccc(-n2nnnc2SCC(=O)Nc2ccc3c(c2)OCCO3)c1,0.2%,4.1%,·,9.7%[9.22 µM],-6.1%[46.1 µM],18.2%[38.3 µM],-0.1%
Cc1[nH]c2ccccc2c1C(=O)COC(=O)c1cccc(S(=O)(=O)N2CCCCC2)c1,-2.6%,-1.8%,-14.4%,16.0%,-15.9%,6.7%,-5.2%
COC(=O)C(N)Cc1ccc(O)cc1 (configuration not stated),-4.0%,-1.0%,·,18.3%,5.1%[46.1 µM],5.5%[38.3 µM],3.3%
O=C1c2ccccc2C(=O)c2c1cccc2N1CCOCC1,-8.3%,-1.2%,?,-10.4%,-16.0%[46.1 µM],16.2%[38.3 µM],?
CN(C(=O)c1ccncc1)C1CC(C)(C)N(O)C(C)(C)C1,3.3%,-12.7%,-4.6%,4.3%,5.0%[46.1 µM],7.7%[38.3 µM],-5.1%
Cn1nnnc1SCC(=O)NC(C)(C)C,-3.7%,-0.7%,-3.9%,-21.9%,5.0%[46.1 µM],0.5%[38.3 µM],-0.1%
S=C(Nc1ccccc1)Nc1cc(Cl)ccc1Oc1ccccc1,1.9%,0.0%,11.1%,-4.4%,?,24.8%[38.3 µM],10.0%
CC(=O)NC1C(=O)N=C(SCC(=O)Nc2ccc(C(F)(F)F)cc2Cl)NC1=O (configuration not stated),-4.0%,1.3%,21.7%,-1.2%,8.4%,3.4%,7.1%
O=C(Nc1nc(-c2cccs2)cs1)C1=COCCO1,-1.4%,-1.0%,12.0%,-3.7%,0.8%,13.0%,5.6%

# The last 2 compounds of the section before open the next one:
SMILES,KinaseGlo FLuc,Epigenetic reg,L3MBTL1 block,HTT aggregate,NPSR antag,IMPase Li inh,CBFb RUNX1 block
CC(=O)NC1C(=O)N=C(SCC(=O)Nc2ccc(C(F)(F)F)cc2Cl)NC1=O (configuration not stated),-4.0%,1.3%,21.7%,-1.2%,8.4%,3.4%,7.1%
O=C(Nc1nc(-c2cccs2)cs1)C1=COCCO1,-1.4%,-1.0%,12.0%,-3.7%,0.8%,13.0%,5.6%
Cc1ccnc(NC(c2cccnc2)c2ccc3cccnc3c2O)c1 (configuration not stated),-0.9%,33.3%,12.6µM*,-3.0%[9.22 µM],-56.1%,12.0%,·
CCOCCCN1C(=O)CN(C2CCCCCC2)C(=O)C1c1ccc(OC)cc1 (configuration not stated),-7.4%,0.8%,-2.4%,-7.0%,-6.9%[46.1 µM],-9.0%[38.3 µM],0.5%
Cn1nc(OCCOc2ccccc2)ccc1=O,-4.1%,-2.8%,-1.8%,2.2%[9.22 µM],-6.9%[46.1 µM],-31.2%[38.3 µM],2.1%
CCOc1ccc(C(=O)NCc2cccs2)cc1,-4.4%,0.0%,-1.5%,-12.5%,-10.6%[46.1 µM],-3.9%[38.3 µM],3.5%
COc1ccc(/C=N/NC(=O)c2ccc(N(C)S(=O)(=O)c3ccccc3)cc2)c(OC)c1,2.8%,2.3%,·,6.7%,-23.7%,6.9%,-2.5%
Cc1cc(C(=O)CSc2nnc(-c3ccccc3F)o2)c(C)n1Cc1cccs1,-5.2%,-1.6%,-0.2%,?,-24.9%[46.1 µM],-17.4%[38.3 µM],?
Cc1cccc(OCCCSc2nc3ccccc3[nH]2)c1,·,0.0%,11.6%,4.1%,-3.2%[46.1 µM],·,11.6%
CCOC(=O)c1[nH]c(C)c(C(=O)OCC(=O)N2c3ccccc3CC2C)c1C (configuration not stated),1.5%,2.3%,0.3%,11.2%,-27.6%[46.1 µM],2.3%[38.3 µM],-6.0%
O=C(CNC(=O)c1cccs1)N/N=C/c1ccco1,0.7%,1.5%,·,14.6%,11.1%,-5.2%,-11.0%
CC[C@H](CO)Nc1nc(Nc2cccc(Cl)c2)c2ncn(C(C)C)c2n1,·,-1.6%,·,-13.2%[9.22 µM],-55.2%,·,?
CN(C(=O)C1CCN(S(=O)(=O)c2cccs2)CC1)C1CCCCC1,2.7%,2.4%,3.1%,-9.3%,-16.1%[46.1 µM],-2.3%[38.3 µM],4.8%
CCn1c(C)nc2cc(C(=O)NNC(=S)Nc3ccccc3Cl)ccc21,4.1%,0.0%,-2.8%,4.4%,5.2%[46.1 µM],-2.4%,6.7%
O=C(CCn1c2c(c3ccccc31)CCCC2)NNC(=O)c1ccccc1Cl,0.9%,-1.0%,-3.2%,-11.1%,0.0%,-8.1%,-7.9%
CC(Oc1ccc(Cl)cc1)C(=O)N/N=C/c1ccsc1 (configuration not stated),1.4%,0.0%,-10.7%,1.0%,1.9%,1.8%,1.3%
CCOC(=O)c1ccc(N/C(=N\S(=O)(=O)c2ccc(F)cc2F)c2ccccc2)cc1,-1.1%,1.0%,-2.5%,5.2%,-23.5%,3.8%,-8.4%
CCN(CC)S(=O)(=O)c1cccc(-c2nnc(SCCOc3ccccc3C)o2)c1,-3.2%,0.0%,29.0%,-0.4%,-17.4%[46.1 µM],21.0%[38.3 µM],28.3%
O=C(c1nc2nc(-c3cccs3)cc(C(F)(F)F)n2n1)N1CCN(Cc2ccccc2)CC1,-3.2%,2.3%,-5.7%,-11.4%,-8.7%[46.1 µM],13.2%,-7.0%
CCN(C(=O)CN1CC(C)OC(C)C1)c1c(N)n(Cc2ccccc2)c(=O)[nH]c1=O (configuration not stated),10.5%,1.1%,·,3.0%,10.6%,-7.2%,-2.3%
Clc1cccc(Cl)c1Cn1c(-c2cccnc2Cl)nc2ccccc21,1.3%,-1.2%,-2.1%,14.4%,?,14.7%[38.3 µM],-0.2%
O=C(NCC(O)COc1ccc([N+](=O)[O-])cc1)c1ccccc1 (configuration not stated),·,0.0%,-3.6%,-0.4%[9.22 µM],-4.6%,·,-1.5%
CC(C)C(NC(=O)C12CC3CC(CC(C3)C1)C2)C(=O)N/N=C/C1=C(N2CCOCC2)C(=C\c2ccc([N+](=O)[O-])cc2)/CC1 (configuration not stated),-4.8%,1.0%,-10.0%,2.2%,-26.3%,-8.1%,8.5%
COC(=O)c1cc(-c2ccc(NC(C)=O)cc2)nc2ccccc12,2.7%,-3.8%,26.1%,19.6%,-1.7%,-2.8%,2.0%
Cn1c(N)c(C(=O)COC(=O)CCC(=O)c2cccs2)c(=O)n(C)c1=O,0.1%,-5.8%,-4.4%,1.4%,4.1%[46.1 µM],6.3%[38.3 µM],4.0%
Cc1ccc(-c2nc3ccccc3[nH]2)cc1NC(=O)c1sc2cc(Cl)ccc2c1Cl,-0.3%,0.0%,6.5%,-14.5%,3.7%[46.1 µM],?,3.2%
O=C(NNC(=S)NCC1CCCO1)c1ccc(S(=O)(=O)N2CCOCC2)cc1 (configuration not stated),-0.7%,-3.9%,1.1%,1.4%[9.22 µM],-7.8%,4.7%,1.9%
# The list goes on:
SMILES,KinaseGlo FLuc,Epigenetic reg,L3MBTL1 block,HTT aggregate,NPSR antag,IMPase Li inh,CBFb RUNX1 block
O=C1c2ccccc2C(Nc2ccc(S(=O)(=O)N3CCCCC3)cc2)N1Cc1ccco1 (configuration not stated),0.6%,-3.5%,·,-15.9%,-23.9%[46.1 µM],2.6%[38.3 µM],-14.0%
CC(=O)Oc1cc2oc(=O)cc(C)c2cc1Cl,·,0.1%,5.1%,-1.4%[9.22 µM],-0.7%,·,1.2%
CCOc1ccc(S(=O)(=O)NCc2ccco2)cc1,0.4%,-0.7%,·,-17.7%,-1.2%[46.1 µM],-1.0%[38.3 µM],-2.5%
CC1CCN(S(=O)(=O)c2ccc3c(c2)C(=NO)c2cc(S(=O)(=O)N4CCC(C)CC4)ccc2-3)CC1,-0.7%,-1.2%,3.8%,3.16µM*,0.501µM*,23.7%[38.3 µM],0.2%
CCCc1nc(SCC(=O)Nc2cc(Cl)ccc2OC)c2c(=O)n(C)c(=O)n(C)c2n1,1.4%,0.0%,-5.1%,-24.4%,-4.9%[46.1 µM],40.7%[activator][38.3 µM],7.9%
COCC(=O)N(C)c1nnc(-c2cnccn2)s1,-1.9%,-0.1%,-1.2%,-4.5%,0.0%[46.1 µM],-0.2%[38.3 µM],-0.1%
CCOc1ccc(C(=O)Nc2cccc(-c3nc4ccccc4[nH]3)c2C)cc1[N+](=O)[O-],3.1%,-1.1%,-7.7%,-10.3%,-13.6%,5.6%,-8.0%

# Screening data as filed in PubChem.
